# SUMO HTRF inh = blocks human SUMOylation mediated by UBC9. P63279. HTRF SUMOylation assay, SAE1/SAE2 + UBC9, in vitro. inhibition, % at 35 µM. actives 0.36% (n = 290,000). AID 2006; in the data active means inhibition above about 50%, passing the limit was not always enough; further: strong numbers were not always called active
# Target sequence (P63279 whole entry, looked up): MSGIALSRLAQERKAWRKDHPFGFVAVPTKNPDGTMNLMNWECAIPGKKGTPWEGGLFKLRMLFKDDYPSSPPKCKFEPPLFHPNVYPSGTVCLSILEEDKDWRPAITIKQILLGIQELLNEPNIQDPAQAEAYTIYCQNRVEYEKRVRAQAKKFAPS
# DNA FID counter = displaces DNA intercalator in HCV helicase counter-screen | actives 0.17% (n = 290,000) | inhibition, % at 7.9 µM | DNA fluorescent intercalator displacement, fluorescence; in the data active means inhibition above about 37%;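 further: 0% = vehicle and 100% = reference compound; higher means more ethidium bromide displaced from hairpin DNA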
# NALP1 yeast inh = NALP1 inhibition | S. cerevisiae NALP1/ASC/caspase-1 growth, X-gal OD620, 72 h | inhibition, % at 10 µM | actives 0.61% (n = 280,000) | AID 2071; in the data active means inhibition mostly above about 24%, no sharp cut-off; inactive means mostly below about 32%; further: some compounds called inactive have numbers as strong as hits
# IMP-1 inhibitor = inhibitors of Pseudomonas aeruginosa IMP-1 metallo-beta-lactamase | purified IMP-1, nitrocefin hydrolysis, epi-absorbance fluorescence | actives 0.45% (n = 290,000) | AID 1556 | inhibition, % at 5.6 µM;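 active means inhibition above the mean plus 3 SD of all compounds in the same screening run, cut at about 4.5% in these data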;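 further: 0% = IMP-1 with DMSO and 100% = DMSO wells lacking enzyme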
#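 System: purified recombinant IMP-1 beta-lactamase. Medium: Zinc- and detergent-supplemented HEPES buffer, pH 7.1. Compound: one 5.6 µM dose […]. Schedule: 15 min preincubation plus 25 min reaction at 25 °C. Technique: Epi-absorbance fluorescence, 480 nm excitation, 530 nm emission.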
# VIM-2 inhibitor = blocks Pseudomonas aeruginosa VIM-2 metallo-beta-lactamase; actives 0.89% (n = 290,000); inhibition, % at 5.6 µM; purified VIM-2, nitrocefin hydrolysis, epi-absorbance fluorescence;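 active means inhibition above the mean of all tested compounds plus 3 SD, cutoff set per screening run, cut at about 7.5% in these data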;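 further: red hydrolysis product quenches plate fluorescence so inhibitors raise well fluorescence; 0% = enzyme with DMSO and 100% = DMSO without enzyme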
# MEKK2 WT-MEK5 = raises or lowers MEK5 binding to wildtype human MEKK2 PB1 domain. actives 1.1% (n = 290,000). Q9Y2U5. binding response (% of control), % at 10 µM. bead flow cytometry, Alexa488-MEK5 binding to MEKK2 WT; actives lie on both sides. AID 1531; in the data active means binding response below about 67% or above about 130%
# HCV NS3 hel inh = blocks Hepatitis C virus NS3 helicase unwinding. NS3 helicase DNA unwinding, Cy5 molecular beacon fluorescence. inhibition, % at 10.9 µM. actives 0.56% (n = 290,000). AID 1800;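 active means inhibition above the mean of all tested compounds plus 3 SD, set per campaign, cut at about 35% in these data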;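 further: 0% = DMSO wells and 100% = thioflavine S control wells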
#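 Material: hepatitis C virus NS3 helicase domain fragment enzyme; measured by: Cy5 fluorescence, 0 and 60 min reads; control set: DMSO and thioflavine S; incubation: 60 min unwinding reaction at 25 °C after ATP addition; read-out basis: % inhibition from 60/0 min fluorescence ratio, DMSO 0%, thioflavine S 100%; repeats: singlicate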
# MEKK2 mut-MEK5 = signal of MEK5 binding to mutant human MEKK2 PB1 domain | bead flow cytometry, Alexa488-MEK5 binding to MEKK2 mutant | percent response, % at 10 µM | actives 0.35% (n = 290,000); in the data active means percent response above about 24%, passing the limit was not always enough; further: inactives centre near 1; some results filed as inactive read as strong as hits
# PfM18AAP inh = PfM18AAP enzyme inhibition | actives 1.2% (n = 290,000) | recombinant PfM18AAP, H-Glu-NHMec fluorogenic cleavage | inhibition, % at 7.35 µM;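 active means inhibition above the campaign mean inhibition over all tested compounds plus 3 SD, cut at about 28% in these data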;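 further: 0% = plate median of test compound wells and 100% = 2 mM ZnCl2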
# Numbers without * were called inactive; . = not tested or not shown; [ ] = remark or other dose.
SMILES,SUMO HTRF inh,DNA FID counter,NALP1 yeast inh,IMP-1 inhibitor,VIM-2 inhibitor,MEKK2 WT-MEK5,HCV NS3 hel inh,MEKK2 mut-MEK5,PfM18AAP inh
CC(C)OC(=O)CC(=O)CSc1nc2c(cc1C#N)CCCCCC2,18,-9,9,-1.8,-3.6,97,7,-4,8
Cc1ccc(S(=O)(=O)NNC(=O)c2ccncc2)cc1[N+](=O)[O-],-1,-2,29,-3.3,-3.0,113,4,11,12
Cc1ccc(NC(=O)[C@@H]2CCCN2S(=O)(=O)c2ccccc2F)cc1,-5,-5,.,-0.5,-0.5,120,-4,13,-5
COc1ccc(NC(=O)Cc2ccccc2F)cn1,1,-6,-1,-1.4,-2.0,102,17,3,12
COc1nnc(-c2ccc(N3CCOCC3)c(NC(=O)c3ccco3)c2)c2ccccc12,5,-7,15,0.6,-0.7,96,-5,-1,-13
COc1cc(C=NCC2OCCc3ccccc32)cc(OC)c1 (stereo not drawn),14,-1,21,-2.3,-0.1,96,-12,-2,0
Cc1cc(Cl)ccc1OCC(=O)N/N=C1\CCCc2ccccc21,11,-4,-2,-1.8,-3.2,100,4,4,-5
CC(C)(C)c1ccccc1OCC(O)CN1CCN(c2ccccn2)CC1 (stereo not drawn),-18,2,8,1.8,-1.6,113,-23,9,3
CCOC(=O)CC(=O)CSc1nc2c(cc1C#N)CCCCC2,30,-4,8,-3.5,-5.1,99,10,-1,23
CCOC(=O)N1CCC(C(=O)NNC(=O)c2ccc(Cl)cc2Cl)CC1,7,-18,-6,1.0,-1.2,99,-1,-1,-3
O=C1S/C(=C\C=C\c2ccco2)C(=O)N1c1ccc(O)cc1,81,24,22,7.2*,4.9,100,129*,-6,39*
CCc1ccc(CC)c(S(=O)(=O)Nc2ccc(O)c(C(=O)O)c2)c1,20,-28,7,-3.2,-3.9,93,27,-3,6
O=C(NC(Cc1ccc(F)cc1)C(=O)O)c1ccccc1 (stereo not drawn),6,-3,2,-1.1,-7.0,99,0,-1,3
COc1ccc(S(=O)(=O)N(Cc2ccccc2)c2ccccc2C(=O)N2CCOCC2)cc1,-6,-38,11,-1.4,-1.7,97,-2,-3,-4
COc1ccc(Nc2ncnc3c2cnn3Cc2ccc(C)cc2)cc1,4,-19,14,-2.9,-1.9,100,-11,1,-6
Cc1occc1C(=O)O/N=C(\N)c1ccc(Cl)cc1,2,-4,.,-2.5,-2.6,105,-7,5,4
CC(=O)c1ccc(NC(=O)C[n+]2cccc(C)c2)cc1,9,4,8,-1.6,-2.4,109,11,5,-18
Cc1cc(C)cc(C(=O)N2CC(C)SC2=Nc2cccc(S(=O)(=O)N(C)C)c2)c1 (stereo not drawn),-12,-3,35,-1.1,-1.8,104,-3,1,-1
CCn1c(SCc2nc3ccccc3c(=O)[nH]2)nnc1C(C)NC(=O)c1ccccc1F (stereo not drawn),-10,-13,-2,-1.6,-3.2,102,4,2,4
CC(C)CNc1nc(S(=O)(=O)c2ccccc2)c(Cl)s1,-1,-12,-4,-3.2,0.2,95,-5,-7,1
COc1cccc(NC(=O)c2cccnc2)c1,18,0,11,-5.3,-2.6,110,6,6,15
O=c1c2[nH]c3ccc(F)cc3c2ncn1CCCn1ccnc1,25,8,12,-0.5,8.0*,89,-14,-5,-14
O=S(=O)(Nc1ccc(N2CCCCC2)cc1)c1ccc(F)cc1,10,-14,3,-2.0,-2.4,97,-8,0,11
CCCCn1c(CN2CCN(C(=O)c3ccco3)CC2)nc2c1c(=O)n(C)c(=O)n2C,-9,-28,15,-2.9,-1.8,110,5,9,0

# Shown as a hit in PfM18AAP inh, of those listed so far:
canonical_smiles	SUMO HTRF inh	NALP1 yeast inh	IMP-1 inhibitor	VIM-2 inhibitor	MEKK2 WT-MEK5	HCV NS3 hel inh	MEKK2 mut-MEK5	PfM18AAP inh
O=C1S/C(=C\C=C\c2ccco2)C(=O)N1c1ccc(O)cc1	81	22	7.2*	4.9	100	129*	-6	39*

# Next part.
SMILES,SUMO HTRF inh,DNA FID counter,NALP1 yeast inh,IMP-1 inhibitor,VIM-2 inhibitor,MEKK2 WT-MEK5,HCV NS3 hel inh,MEKK2 mut-MEK5,PfM18AAP inh
COc1cccc(CN(C)CC(=O)NCc2ccc(F)cc2)c1OC,1,-1,24,0.4,-0.5,99,4,0,9
COC(=O)c1cccc(S(=O)(=O)N2CCC(n3nnc4cc(F)ccc43)CC2)c1,-7,-1,26,-2.5,-3.4,100,-6,2,-3
CC(C)C[C@H](NC(=O)c1nc[nH]c1C(=O)N[C@@H](CC(C)C)C(=O)OC(C)(C)C)C(=O)OCc1ccccc1,-20,-48,8,-3.1,-2.1,99,-20,-8,2
Cc1c(CCC(=O)NCCC(=O)O)c(=O)oc2cc3occ(-c4ccccc4)c3cc12,1,-24,12,-3.1,0.8,105,5,3,2
O=C(NCCNc1ccc([N+](=O)[O-])cc1)c1ccccc1F,2,1,-10,-0.1,0.6,103,-3,0,-8
CCN(CCCCCCN)c1ccc2c(=O)[nH][nH]c(=O)c2c1,15,0,31,-1.9,-1.4,103,-1,6,3
COc1ccc(N(C(=O)c2snc(C(N)=O)c2N)C(C(=O)NC2CCCC2)c2ccco2)cc1OC (stereo not drawn),2,-31,6,-2.4,-3.4,98,-9,7,-1
CCOc1ccc(CCNC(=O)CCNC(=O)c2ccc(Br)cc2)cc1OCC,3,-43,4,0.6,-2.4,106,-1,-2,-1
CCOC(=O)N1CCN(C(=O)CSc2nc3c(cnn3-c3ccc(C)cc3)c(=O)[nH]2)CC1,5,-27,10,-2.2,-0.9,99,-8,8,2
O=C(CCC(=O)N1CCCC1)Nc1nnc(C(F)(F)F)s1,7,-3,12,-2.9,-3.0,99,5,4,5
O=c1c2ccccc2nnn1Cc1ccccn1,-10,-4,8,0.9,-1.6,104,5,3,-8
O=C(COC(=O)CNC(=O)c1ccc(-c2ccccc2)cc1)NCc1ccco1,19,-9,19,-1.4,-2.1,94,25,-3,4
Cc1cc(C)cc(C(=O)Nc2c3c(nn2C(C)(C)C)CS(=O)(=O)C3)c1,1,-26,-2,-5.2,-6.5,98,3,3,-3
CCOC(=O)/C(C#N)=C/c1c(N2CCN(c3ccccc3)CC2)nc2c(C)cccn2c1=O,15,-12,13,-2.7,-1.8,102,-22,3,1
CCOC(=O)C1CCCN(C(=O)c2cc(Nc3ccc(OC)c(OC)c3)nc3ccccc23)C1 (stereo not drawn),-7,-15,5,-3.2,-2.6,112,-14,5,2
Cc1ccc2oc(=O)c3cnn(CC(=O)N4CCCCC4C)c3c2c1 (stereo not drawn),-6,-6,.,-1.2,-1.3,103,10,1,-4
CC(C)c1cccc(OCCCCN(C)C)c1,23,10,16,-1.5,-2.4,95,-4,4,2
Cc1cc(=O)n2nc(N3CCCC(C(=O)NCCc4ccccc4)C3)sc2n1 (stereo not drawn),12,-15,7,-1.5,-2.0,93,1,4,2
O=C(CSc1nnc(NC(=O)c2ccco2)s1)Nc1ccc(F)cc1F,4,1,7,-1.9,-0.2,105,0,3,2
COc1cccc(CN2CCN(Cc3nc(C(C)C)cs3)CC2CCO)c1 (stereo not drawn),8,-3,17,-2.5,-4.7,90,-1,-10,1
CC(c1ccccc1)C1CC(=O)N(c2ccc([N+](=O)[O-])cc2)C1=O (stereo not drawn),4,-8,3,-3.1,-1.6,106,-1,11,2
CC(CCc1ccccc1)N(C)CC(O)c1cccc([N+](=O)[O-])c1 (stereo not drawn),13,15,17,-2.2,-1.0,101,-10,-3,-2
CSc1nc(-c2ccco2)nn1C(=O)c1cccs1,-9,1,4,-1.9,-2.7,106,-5,5,-2
CCCc1nc2ccc(NC(=O)c3cccs3)cc2c(=O)n1Cc1ccccc1Cl,10,-3,7,-2.8,-1.5,100,1,1,-2
Cc1ccc(C2C3=C(CC(C)(C)CC3=O)Nc3onc(C)c32)cc1 (stereo not drawn),20,-5,-6,2.6,-2.3,97,4,-6,2
CC(=O)N1CCN(CCN=CC2=C(O)CC(c3ccc(Cl)cc3)CC2=O)CC1 (stereo not drawn),12,-21,2,-2.9,-5.5,.,5,.,6
Oc1[nH]c2ccccc2c1N=Nc1c(F)c(F)c(C(F)(F)F)c(F)c1F,-6,3,26,-2.3,-1.6,104,-8,4,-5
CCc1ccc(Nc2cc(C(=O)NCCCN3CCOCC3)c3ccccc3n2)cc1,-2,7,28,-3.6,-4.2,.,-30,.,-5
O=C(NC1CCCC1)C(c1cccnc1)N(C(=O)c1csnn1)c1ccccc1Cl (stereo not drawn),3,-13,-3,-3.7,-4.0,98,-1,0,-4
CCc1nc2cccnc2n1-c1ccc(CC(=O)NC(C)CC)cc1 (stereo not drawn),11,-16,6,-4.1,-3.2,105,0,10,2
O=[N+]([O-])c1cccc(S(=O)(=O)N2CCCCC2)c1,13,-1,4,-2.0,-1.3,107,1,17,7
Cc1cc(-c2nnc3sc(-c4ccc(Cl)cc4Cl)nn23)n[nH]1,-8,5,1,-0.9,-1.3,106,9,11,1
CCCCSCc1[nH]c(=O)[nH]c1C(=O)CCCCC(=O)OCC,-19,-23,30,-2.3,-1.9,110,0,2,-5
COCc1nnc(SCC(=O)NC(C)c2ccccc2)n1-c1ccccc1 (stereo not drawn),-12,-6,12,-3.9,-0.8,92,-4,0,-4
Cc1cc(NC(=O)c2ccc(F)cc2)n(-c2ccccn2)n1,11,-14,-4,-3.4,3.0,.,-6,.,7
COc1cc(C(=S)N2CCOCC2)ccc1OC(=O)c1cc(OC)c(OC)c(OC)c1,13,-39,3,0.2,-1.3,100,-4,0,23
CC(C)CCn1c(CN2CCN(C(=O)c3ccco3)CC2)nc2c1c(=O)n(C)c(=O)n2C,2,-35,-8,-2.0,-0.8,98,0,5,-3
COC(=O)c1c(NC(=O)CSc2nc(-c3ccco3)cc(C(F)(F)F)n2)sc2c1CCCC2,-5,-2,8,-1.4,-4.5,-8.0*[inhibitor],5,-22,7
CCC(=O)c1ccc(OCC(=O)Nc2cc(S(=O)(=O)N3CCCCC3)ccc2OC)cc1,-3,-42,17,0.1,-1.7,95,-6,0,-4
O=C(N/N=C\c1cc2c(cc1[N+](=O)[O-])OCO2)c1cccs1,5,-2,0,-3.4,-0.9,107,1,8,14
Nc1cc(S(=O)(=O)c2ccc(O)c(N)c2)ccc1O,24,-1,.,-1.9,0.3,86,1,-17,26
CCOc1ccc(S(=O)(=O)N(C)CC(=O)N2CCCC2)cc1,14,-7,0,-1.5,-1.7,106,-1,5,-3
Cc1ccc(N2CC(C(=O)Nc3nnc(C)s3)CC2=O)cc1 (stereo not drawn),6,-8,39,-4.4,-0.2,109,-5,4,10
Cc1ccc([N+](=O)[O-])cc1S(=O)(=O)NCCc1c(C)[nH]c2c(C)cccc12,-9,10,19,-1.8,-2.3,105,-5,-1,1
